RBX1-CUL1 inh: inhibitors of human ROC1-CUL1 ubiquitin ligase activity; E3 ubiquitin-protein ligase RBX1 (Homo sapiens) + Cullin-1 (Homo sapiens), P62877+Q13616; in vitro K48 di-Ub FRET, acceptor:donor ratio, 45 min; inhibition, % at 10 µM; 140,000 compounds, 0.6% hits; in the data active = inhibition above about 25%
Target sequence (P62877 whole entry, looked up): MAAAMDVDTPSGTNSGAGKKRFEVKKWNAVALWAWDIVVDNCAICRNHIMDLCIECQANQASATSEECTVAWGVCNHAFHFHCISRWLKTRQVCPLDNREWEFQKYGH
Target sequence (Q13616 whole entry, looked up): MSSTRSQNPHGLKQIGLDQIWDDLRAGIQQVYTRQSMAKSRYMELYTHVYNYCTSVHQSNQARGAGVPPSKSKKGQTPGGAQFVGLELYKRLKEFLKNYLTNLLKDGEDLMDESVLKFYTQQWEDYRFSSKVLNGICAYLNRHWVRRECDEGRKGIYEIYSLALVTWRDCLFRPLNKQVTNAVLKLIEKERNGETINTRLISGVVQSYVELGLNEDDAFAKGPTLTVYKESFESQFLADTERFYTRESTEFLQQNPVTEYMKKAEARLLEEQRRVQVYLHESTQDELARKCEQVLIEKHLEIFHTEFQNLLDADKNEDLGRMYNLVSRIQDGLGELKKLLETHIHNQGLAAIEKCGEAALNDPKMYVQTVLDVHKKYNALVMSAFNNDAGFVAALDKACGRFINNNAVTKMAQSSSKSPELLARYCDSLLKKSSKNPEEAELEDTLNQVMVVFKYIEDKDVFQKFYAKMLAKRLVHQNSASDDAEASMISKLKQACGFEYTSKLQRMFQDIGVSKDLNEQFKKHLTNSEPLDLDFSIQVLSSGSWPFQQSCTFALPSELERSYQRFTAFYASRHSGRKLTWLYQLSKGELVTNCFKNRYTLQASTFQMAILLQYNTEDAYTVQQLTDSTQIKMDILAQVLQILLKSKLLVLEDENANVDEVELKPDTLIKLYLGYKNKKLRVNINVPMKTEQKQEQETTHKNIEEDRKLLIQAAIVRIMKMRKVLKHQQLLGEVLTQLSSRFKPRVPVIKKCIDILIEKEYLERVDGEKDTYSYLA
* hit, by the source's call. Not all compounds are listed, so the mix of outcomes need not match the whole.

SMILES | RBX1-CUL1 inh
Cc1ccccc1-c1nc(CS(=O)(=O)CC(=O)NC(C)c2ccccc2)c(C)o1 (stereo unspecified) | -10
COc1ccc(N2CCN(C(=O)CC3C(=O)NCCN3CC(C)C)CC2)cc1 (stereo unspecified) | 7
CCc1ccc(NC(=O)CSc2nc3n[nH]c(C)c3c(=N)n2-c2ccc(C)cc2)cc1 | -3
CCC1CCCCN1C(=O)CCc1nnc(Cc2ccc3c(c2)OCO3)o1 (stereo unspecified) | 9
CCOC(=O)N1CCN(CCCOC)CC1 | 4
Cc1ccc(C)c(-n2nnc(-c3nc(-c4ccccc4C)no3)c2C)c1 | -1
COc1ccc(-c2cn3nc(N4CCCC(C(=O)Nc5ccc(Cl)cc5C)C4)sc3n2)cc1 (stereo unspecified) | 5
Cc1ccc(NC(=O)[C@H](Cc2ccccc2)N2Cc3ccccc3C2=O)cc1 | 3
CCOc1ccc(S(=O)(=O)NCCSCc2ccc(Cl)cc2)cc1 | -12
CN(c1ccccc1)S(=O)(=O)c1ccc(Cl)c(C(=O)Nc2cccc(O)c2)c1 | -10
Cc1ccccc1CNC(=O)C1CCN(Cc2ccccc2)CC1 | -6
CCNC(=O)c1ccc(C2CCCN2C(=O)c2n[nH]c3c2CCCC3)s1 (stereo unspecified) | 5
Cc1sc2nc(SCC(=O)NCCCN3CCOCC3)n(-c3ccccc3)c(=O)c2c1C | 9
O=C(Nc1cc2c(cc1C(=O)c1cccc(Br)c1)OCCO2)c1ccccc1F | 0
CCOC(=O)CC1(c2ccccc2)NC(=O)c2c(C)sc(C(=O)OCC)c2N1 (stereo unspecified) | -4

Some of the entries so far, as a markdown table.
| molecule | RBX1-CUL1 inh |
| --- | --- |
| O=C(Nc1cc2c(cc1C(=O)c1cccc(Br)c1)OCCO2)c1ccccc1F | 0 |
| CN(c1ccccc1)S(=O)(=O)c1ccc(Cl)c(C(=O)Nc2cccc(O)c2)c1 | -10 |
| CCOc1ccc(S(=O)(=O)NCCSCc2ccc(Cl)cc2)cc1 | -12 |

Next records follow.
SMILES | RBX1-CUL1 inh
Cc1ccc(C(=O)/C(C#N)=N/Nc2ccc(Cl)cc2)cc1 | 2
COc1ccc(-c2noc(CCC(=O)Nc3cccc(C)c3C)n2)cc1OC | -7
Cc1ccc(NC(=O)CCSc2nc(-c3ccco3)cc(C(F)(F)F)n2)cc1F | -1
Cc1ccc(N2CCn3c2nc2c3c(=O)n(C)c(=O)n2C)c(C)c1 | 0
CCCn1nnn(-c2cc(OC)c(Cl)cc2Cl)c1=O | 3
Cc1ccc(S(=O)(=O)C(c2ccccc2)c2c(C)noc2C)cc1 (stereo unspecified) | -5
CCc1ccc(S(=O)(=O)N2CCN(C(=O)c3ccncc3)CC2)cc1 | 4
O=C(Nc1ccc(-c2ccn[nH]2)cc1)C1CCCN(Cc2ccc3c(c2)CCO3)C1 (stereo unspecified) | -2
COC(=O)c1ccc(C2c3c(c4ccccc4[nH]c3=O)OC(=N)C2C#N)cc1 (stereo unspecified) | -3
C(/CCNC1=NCCN1)=C1\c2ccccc2CSc2ccccc21 | 7
CCOC(=O)c1c(NC(=O)c2nn3c(c2Br)NC(c2ccco2)CC3C(F)(F)F)sc2c1CCC(C)C2 (stereo unspecified) | -15
COc1ccc(F)c(CN2CCCC(c3nc(-c4ccncc4)ncc3-c3ccccc3C)C2)c1 (stereo unspecified) | -4
COc1ccc(Cl)cc1NC(=O)c1c(NCc2cccnc2)sc2c1CCC(C)C2 (stereo unspecified) | -1
CC(=O)Nc1cccc(NC(=O)C2(c3cccs3)CCOCC2)c1 | 1
CC(C)(C)C1=NOC(O)(c2ccccc2)C1 (stereo unspecified) | -5

Part of the list above, comma-delimited:
SMILES,RBX1-CUL1 inh
O=C(Nc1ccc(-c2ccn[nH]2)cc1)C1CCCN(Cc2ccc3c(c2)CCO3)C1 (stereo unspecified),-2
COC(=O)c1ccc(C2c3c(c4ccccc4[nH]c3=O)OC(=N)C2C#N)cc1 (stereo unspecified),-3
C(/CCNC1=NCCN1)=C1\c2ccccc2CSc2ccccc21,7
CCOC(=O)c1c(NC(=O)c2nn3c(c2Br)NC(c2ccco2)CC3C(F)(F)F)sc2c1CCC(C)C2 (stereo unspecified),-15
COc1ccc(F)c(CN2CCCC(c3nc(-c4ccncc4)ncc3-c3ccccc3C)C2)c1 (stereo unspecified),-4
COc1ccc(Cl)cc1NC(=O)c1c(NCc2cccnc2)sc2c1CCC(C)C2 (stereo unspecified),-1

(further entries)
SMILES | RBX1-CUL1 inh
Cc1ccccc1C(=O)Nc1sc2c(c1C(=O)N1CCCCCC1)CCCC2 | -1
O=C1c2cccc3cccc(c23)C(=O)N1c1ccc(I)cc1 | 6
COC(n1nc(C)c(C)c1C)C(O)(c1ccc(Cl)cc1)c1ccc(Cl)cc1 (stereo unspecified) | -10
COc1ccc(C(=O)NC(O)C(Cl)Cl)cc1 (stereo unspecified) | -1
COC(=O)CSc1nc2sc3c(c2c(=O)n1-c1ccc(C)cc1)CC(C(C)C)OC3 (stereo unspecified) | 0
Cc1ccc(N(CC(=O)N2CCN(c3cc(Cl)ccc3C)CC2)S(=O)(=O)c2c(C)noc2C)cc1 | 5
Cc1ccccc1NC1SC(=O)N(Cc2cccc(C(=O)O)c2)C1=O (stereo unspecified) | -15
Cc1cc(OCC(=O)N2CCC3(CC2)OCCO3)ccc1Cl | 0
O=C(CCC1CCN(C(=O)c2ccc(Cl)s2)CC1)NCc1cccnc1 | 10
Cc1nn(C(C)C(=O)NC2CCC(C)CC2)c(=O)c2c1sc1ccccc12 (stereo unspecified) | 7
O=C(Cn1cnc(S(=O)(=O)N2CCCC2)c1)Nc1cccc(F)c1 | 1
COc1ccc(-c2nc(CN(C)CC(C)C)c(C)o2)c(OC)c1 | 0
O=C(c1ccccc1)c1ccc(NS(=O)(=O)c2ccc(F)cc2)cc1 | -2
COc1ccccc1N1CCN(C(=O)c2ccccc2NC(=O)C2CCCCC2C(=O)O)CC1 (stereo unspecified) | 5
COC(=O)c1ccc(NC(=O)CCC(=O)c2ccc(C(C)(C)C)cc2)cc1 | 8
CSCCCNC(=O)C1CCCN(C2CCN(C)CC2)C1 (stereo unspecified) | 5
Cc1nnc(SCC(=O)N2C(C)CCCC2C)n1-c1ccc(F)cc1 (stereo unspecified) | -6
COc1cccc(N2CCN(C(=O)Nc3cc(C)cc(C)c3)CC2)c1 | 2
COc1ccc(C2CC(c3ccc(Br)cc3)=Nc3nc(CCCO)nn32)cc1 (stereo unspecified) | -1
Cc1ccc(NC(=O)CSc2nnc(CN3CCOCC3)n2C)cc1C | 3
CCOC(=O)c1cccc(NC(=O)C(C)c2cccc(C(=O)c3ccccc3)c2)c1 (stereo unspecified) | 4
CC(C)N(C(=O)c1cc2c(Cl)nc3ccccc3c2s1)C1CCCCC1 | 2
OCc1cc(Cl)c(Cl)cc1Sc1ccc(Cl)cc1 | 4
COc1ccc(CCNC(=O)C2C(=O)N=C3C=CC=CN3C2=O)cc1 (stereo unspecified) | 0
CCN(CC)CCNC(=O)c1ccc2c(c1)N(Cc1ccccc1)C(=O)c1ccccc1S2=O (stereo unspecified) | -11
CC1(C)CC(=O)C2C(=Nc3ccccc3N(C(=O)c3ccc(Br)cc3)C2c2cccc([N+](=O)[O-])c2)C1 (stereo unspecified) | 1
CCOc1cc(C(=O)OCC(=O)Nc2cc(C)ccc2C)cc(OCC)c1OCC | -5
CC(C)C(=O)Oc1ccc2c3c(c(=O)oc2c1)CCC3 | 2
O=C(COC(=O)c1ccccn1)Nc1cccc2ccccc12 | 2
O=C(c1cn(Cc2ccccc2Cl)nn1)N1CCC(N2CCOCC2)CC1 | 6
Cc1ccc(-c2nnc3sc(-c4cc(C)on4)nn3c2=O)cc1 | 6
O=C(c1ccccc1OC1CCN(Cc2ccc3nonc3c2)CC1)N1CCCCC1 | 7
CCOc1ccc(NC(=O)CN2CCN(c3ccc(Cl)cc3)CC2)cc1 | -4
CC12COC3(C(=O)Nc4ccc(Br)cc4)CC1CCC32C (stereo unspecified) | 3
Cn1c(SCC(=O)N/N=C/c2cccnc2)nnc1-c1cccc([N+](=O)[O-])c1 | 9
S=c1[nH]nc(-c2cccs2)n1Cc1ccccc1 | 8
O=C1N(c2ccccc2)C(c2ccc(C(F)(F)F)cc2)C1(F)F (stereo unspecified) | 5
CC(=O)NCc1cccnc1Oc1ccc(C)nc1 | -2
CCOc1ccc(CCNC(=O)Cn2c(C)c3cnn(-c4ccccc4)c(=O)c3c2C)cc1 | -1
CC(C)Cc1nc2cc(NS(=O)(=O)N(C)C)cc(C(=O)NC3CCCCCC3)c2n1C | 2
O=C(c1ccc(-c2ccccc2)cc1)c1conc1C(=O)c1ccccc1 | -1
C=CCN1CCN(C(=O)c2c(-c3ccccc3)noc2C)CC1 | 6
CC(=O)OCc1ccc(C2C3=C(CCCC3=O)OC(=N)C2C#N)o1 (stereo unspecified) | -9
COc1ccc(CN2C(=O)c3oc4ccc(F)cc4c(=O)c3C2c2ccc(O)cc2)cc1 (stereo unspecified) | 3
COc1cc(NS(=O)(=O)c2ccc3c(c2)CCN3S(C)(=O)=O)cc(OC)c1 | 2
CN(C)c1ccc(C2OCC3(CO2)SC(=O)NC3=O)cc1 (stereo unspecified) | 6
Cc1ccn2cc(CNC(=O)c3cccc(C(F)(F)F)c3)nc2c1 | -7
CC(C)C(=O)Nc1cc(Cl)ccc1Cl | 2
O=c1[nH]c(SCCc2ccccc2)nc2c1C1(CCCCC1)Cc1ccccc1-2 | 12
Cc1ccc(NC(=O)C2CCCN(S(=O)(=O)c3c(C)noc3C)C2)cc1 (stereo unspecified) | -4
C=CCn1c(SCC(=O)Nc2ccccc2C)nc2sc3c(c2c1=O)CCCC3 | -4
COC(=O)c1cscc1NC(C)=O | 8
CCC(=O)n1nc(-c2ccc(Cl)cc2)nc1SC | -1
COc1ccc(Cn2cc(C(=O)N(C)C(C3CC3)C3CC3)nn2)cc1 | 1
COc1ccc(Nc2cc(C)nc(-n3nc(C)cc3C)n2)cc1Cl | -7
O=C(c1coc(CN2CCN(c3ncccn3)CC2)n1)N1CCN(c2ccccc2)C(=O)C1 | 0
C=CCn1c(SCc2nnc(SCc3ccc(F)cc3)o2)nnc1-c1ccccc1 | -2
O=C(c1ccc(N2CCC(NCC3CCCN(c4ncccn4)C3)CC2)cc1)N1CCOCC1 (stereo unspecified) | 18
Cn1cncc1C(=O)N1CCC(C2CCN(c3ncccn3)CC2)C1 (stereo unspecified) | -5
CCOC(=O)C1(CCCc2ccccc2)CCN(C(=O)C2CCCN(C(N)=O)C2)CC1 (stereo unspecified) | 12
Other records
SMILES | RBX1-CUL1 inh
CC1=Nc2ncnn2C(c2ccco2)C1C(=O)Nc1ccccc1C (stereo unspecified) | 1
COc1ccc(C2C3=C(CCCC3=O)OC(=N)C2C#N)cc1Cn1cc([N+](=O)[O-])cn1 (stereo unspecified) | -17
O=C(NC1CCCC1)c1ccc(-n2cnnn2)cc1 | -4
C=C(C)COc1ccccc1NC(=O)c1ccncc1 | 0
Cc1cc(Br)cc(C)c1OCCN | 11
CCOc1ccc(CNS(=O)(=O)c2ccc3c(c2)CCCN3C(C)=O)cc1 | -11
Cc1ccc(C(=O)n2c(C)c(C)c(C)c(C#N)c2=O)cc1 | -5
S=c1[nH]nc(-c2ccccc2Br)s1 | 0
COc1cc(NS(=O)(=O)c2ccc(NC(=O)Nc3cccc(Cl)c3)cc2)nc(OC)n1 | -5
Cc1ccc(CSCCNC(=O)CSc2ccccc2)cc1 | 3
Cc1ccc(-c2nc(C)c(CCNC(=O)C(=O)Nc3ccc4c(c3)OCCO4)s2)cc1 | 8
N#Cc1c(SCCN2CCCC2)nc2c(c1C(F)(F)F)CCCC2 | -5
O=[N+]([O-])c1cc(-c2nc(-c3cccnc3)no2)ccc1NCc1ccccc1 | 7
CCOc1ccc(NC(=O)CN2CCSc3ccc(S(=O)(=O)N4CCCC4)cc32)cc1 | -2
COC(=O)C1CCN(C(=O)C2CC(=O)N(c3cccc(C)c3)C2)CC1 (stereo unspecified) | -14

Fetched by structure from the list above (5):
SMILES | RBX1-CUL1 inh
Cc1nn(C(C)C(=O)NC2CCC(C)CC2)c(=O)c2c1sc1ccccc12 (stereo unspecified) | 7
CCOC(=O)CC1(c2ccccc2)NC(=O)c2c(C)sc(C(=O)OCC)c2N1 (stereo unspecified) | -4
COc1cc(NS(=O)(=O)c2ccc(NC(=O)Nc3cccc(Cl)c3)cc2)nc(OC)n1 | -5
CC(C)Cc1nc2cc(NS(=O)(=O)N(C)C)cc(C(=O)NC3CCCCCC3)c2n1C | 2
N#Cc1c(SCCN2CCCC2)nc2c(c1C(F)(F)F)CCCC2 | -5

The listing continues.
SMILES | RBX1-CUL1 inh
CCOc1ccc(Br)cc1S(=O)(=O)n1cnc(C)c1 | -3
CCC(NC(=O)Nc1cc(Cl)ccc1Cl)(C(F)(F)F)C(F)(F)F | 3
O=S1(=O)NN=Cc2ccccc21 | 6
COc1ccccc1NC(=O)C(C)Oc1ccccc1C (stereo unspecified) | -4
CCN1CCCC1CNC(=O)CCC1CCN(C(=O)C2=CCCCC2)CC1 (stereo unspecified) | 0
Cc1ncc2c(c1-c1noc(-c3ccccc3N3CCCC3)n1)CCNC2 | 0
O=C(NCC(F)(F)F)c1coc(COc2cccc(F)c2)n1 | -6
CC(C)Oc1cccc(C(=O)NC(=S)Nc2ccc3c(c2)C(=O)OC3)c1 | 10
COc1ccc(NC(=O)COc2ccc(N(C)S(=O)(=O)c3ccc(C)cc3)cc2)cc1 | 13
Cc1ncc(CN2CCCC(C(=O)Nc3cccc(-n4cccn4)c3)C2)n1C (stereo unspecified) | 11
Cc1ccc(Cn2c(SCc3ccc(C(=O)N4CCCCC4)cc3)nc3ccncc32)cc1 | 7
COc1ccc(CCNc2nc(-c3ccc(OC)c(OC)c3)cc(C(F)(F)F)n2)cc1OC | 1
CCOc1ccc(N(CC)S(=O)(=O)c2cc(Br)cc3c2N(C(C)=O)C(C)C3)cc1 (stereo unspecified) | -4
COc1cc(/C=C2\SC(=O)N(c3ccccc3)C2=O)ccc1OCc1ccc(Cl)cc1 | 6
c1ccc(Cc2noc(-c3ccc(N4CCCO4)nc3)n2)cc1 | -1
COc1ccc(OCc2ccc(-c3nc(C#N)c(N4CCC(C)CC4)o3)o2)cc1 | 3
CN1CCN(CC(=O)N2CCC(=C3c4ccccc4CSc4ccccc43)CC2)CC1 | 3
CCOC(=O)c1c(NC(=O)c2ccc(C(C)C)cc2)sc2c1CCCCCC2 | -6

Bioassay records: PubChem, Icahn School of Medicine at Mount Sinai
